Assay outcomes from PubChem BioAssay.
NALP1 yeast inh: NALP1 inhibition. S. cerevisiae NALP1/ASC/caspase-1 growth, X-gal OD620, 72 h. inhibition, % at 10 µM. 280,000 tested, 0.61% active; in the data active means inhibition mostly above about 24%, no sharp cut-off; inactive means mostly below about 32%; further: some compounds called inactive have numbers as strong as hits
MEKK2wt PB1 HTS: raises or lowers MEK5 binding to wildtype human MEKK2 PB1 domain | Q9Y2U5 | bead flow cytometry, Alexa488-MEK5 binding to MEKK2 WT; actives lie on both sides | binding response (% of control), % at 10 µM | 290,000 tested, 1.1% active; in the data active means binding response below about 67% or above about 130%
PfM18AAP inh: blocks P. falciparum M18 aspartyl aminopeptidase | recombinant PfM18AAP, H-Glu-NHMec fluorogenic cleavage | inhibition, % at 7.35 µM | 290,000 tested, 1.2% active | AID 1822;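 active means inhibition above the campaign mean inhibition over all tested compounds plus 3 SD, cut at about 28% in these data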;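 further: 0% = plate median of test compound wells and 100% = 2 mM ZnCl2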
GalR3 antag: human GalR3 antagonism; O60755; HEK293 GalR3-CNG cAMP membrane potential fluorescence; galR3 body fused to GalR1 C-terminus; inhibition, % at 3 µM; 360,000 tested, 0.44% active; AID 651719;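 active means inhibition above the screen-wide average plus 3 SD, cut at about 13% in these data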;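 further: forskolin and galanin both at EC90 stimulate the cells; cAMP rise reported by CNG channel membrane potential dye signal; 0% = forskolin plus galanin with DMSO and 100% = forskolin alone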
Target sequence (O60755 1-299 limits assumed): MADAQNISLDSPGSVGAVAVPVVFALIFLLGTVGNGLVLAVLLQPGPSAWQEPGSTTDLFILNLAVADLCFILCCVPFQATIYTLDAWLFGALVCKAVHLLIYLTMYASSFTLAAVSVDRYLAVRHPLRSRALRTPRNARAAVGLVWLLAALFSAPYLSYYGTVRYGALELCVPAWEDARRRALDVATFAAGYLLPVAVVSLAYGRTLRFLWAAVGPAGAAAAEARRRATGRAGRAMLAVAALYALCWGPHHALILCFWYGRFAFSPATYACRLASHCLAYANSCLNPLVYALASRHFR
OXTR agonist: human OXTR agonism; 320,000 tested, 0.32% active; activation, % at 3 µM; P30559; CHO-OTR cells, Fluo-8 calcium fluorescence; normalized: DMSO 0%, oxytocin 100%;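 active means activation above the mean of all tested compounds plus 3 SD, cutoff set per screening run, cut at about 20% in these data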;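 further: peak over basal fluorescence ratio from a 100 s FLIPR kinetic read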
Target sequence (P30559 whole entry, looked up): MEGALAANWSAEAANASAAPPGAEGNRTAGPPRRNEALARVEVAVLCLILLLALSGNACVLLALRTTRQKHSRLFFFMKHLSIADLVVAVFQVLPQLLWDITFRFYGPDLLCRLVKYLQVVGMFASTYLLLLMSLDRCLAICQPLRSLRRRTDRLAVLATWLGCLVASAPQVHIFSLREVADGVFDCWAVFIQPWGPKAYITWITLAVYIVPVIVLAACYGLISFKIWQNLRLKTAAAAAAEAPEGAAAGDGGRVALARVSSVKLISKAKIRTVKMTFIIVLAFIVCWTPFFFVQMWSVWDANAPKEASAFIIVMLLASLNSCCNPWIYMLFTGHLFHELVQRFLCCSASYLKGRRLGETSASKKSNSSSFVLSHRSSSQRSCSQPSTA
V1R ag counter: V1a receptor agonism, counter-screen for OXTR agonists; P37288; CHO-V1R cells, Fluo-8 calcium fluorescence, agonist mode; 0% DMSO, 100% 3 nM vasopressin; activation, % at 3 µM; 320,000 tested, 0.25% active;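 active means activation above the mean activation of all tested compounds plus 3 SD, per screening run, cut at about 20% in these data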;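 further: signal is peak over basal fluorescence ratio across a 100 second FLIPR read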
Target sequence (P37288 whole entry, looked up): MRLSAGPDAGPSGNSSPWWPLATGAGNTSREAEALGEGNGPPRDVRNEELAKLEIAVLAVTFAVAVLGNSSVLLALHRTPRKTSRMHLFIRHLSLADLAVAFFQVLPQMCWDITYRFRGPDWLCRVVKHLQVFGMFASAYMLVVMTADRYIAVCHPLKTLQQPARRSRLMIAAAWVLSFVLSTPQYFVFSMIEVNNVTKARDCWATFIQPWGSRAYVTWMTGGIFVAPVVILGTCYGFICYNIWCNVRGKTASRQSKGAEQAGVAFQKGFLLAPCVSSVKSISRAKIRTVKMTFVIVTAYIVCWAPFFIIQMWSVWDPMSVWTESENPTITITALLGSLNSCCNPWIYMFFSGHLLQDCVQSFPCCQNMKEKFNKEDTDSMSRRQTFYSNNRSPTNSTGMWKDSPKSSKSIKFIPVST
GPR7 antag: antagonists of human GPR7 (neuropeptides B/W receptor 1). GPR7-expressing cells, fluorescence antagonist assay. P48145. AID 1861. 290,000 tested, 1.1% active. inhibition, % at 4.4 µM; in the data active means inhibition above about 16%, passing the limit was not always enough;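 further: cells stimulated with the agonist NPW; 0% = agonist with vehicle and 100% = vehicle without agonist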
OXTR potentiator: human OXTR potentiation; AID 2445; CHO-OTR cells, Fluo-8 calcium fluorescence, potentiator mode; 0% = oxytocin EC15, 100% = EC100; activation, % at 3 µM; 320,000 tested, 0.061% active;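 active means activation above that plate's cutoff, the mean activation of tested compounds plus 3 SD, cut at about 6.6% in these data, passing the limit was not always enough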;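 further: 100% uses oxytocin at 75 nM as the full agonist control; some results filed as inactive read as strong as hits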
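System: human OTR in CHO cells / Also added: sub-maximal oxytocin, roughly EC15 / Control set: EC15 oxytocin low, 75 nM oxytocin high / Schedule: 6 min compound pre-incubation at room temperature, 100 s kinetic read / Compound: single-point 3.0 µM / Replication: singlicate / Technique: Fluo-8 calcium dye fluorescence / Read-out basis: % activation of max/min ratio relative to oxytocin controls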
MEKK2 mut-MEK5: signal of MEK5 binding to mutant human MEKK2 PB1 domain; bead flow cytometry, Alexa488-MEK5 binding to MEKK2 mutant; percent response, % at 10 µM; 290,000 tested, 0.35% active; AID 1530; in the data active means percent response above about 24%, passing the limit was not always enough; further: inactives centre near 1; some results filed as inactive read as strong as hits
An asterisk follows results filed as active; x = not tested or not shown; & = joins results of further samples.

SMILES	NALP1 yeast inh	MEKK2wt PB1 HTS	PfM18AAP inh	GalR3 antag	OXTR agonist	V1R ag counter	GPR7 antag	OXTR potentiator	MEKK2 mut-MEK5
O=C(NCc1ccccn1)Nc1ccc(Cl)cc1Cl	20	111	0	-1	-0.9	0.6	-3	-4	5
CCN1CCN(CCNC(=O)CCCCCn2c(=O)[nH]c3cc(C(=O)OC)ccc3c2=O)CC1	14	95	3	-5	0.8	-0.5	-3	5	1
CC(C)N(Cc1ccccc1)C(=O)CN1C(=O)NC(Cc2ccccc2)(c2ccccc2)C1=O (stereo not drawn)	11	103	4	0	-0.5	0.4	-9	-5	7
O=C1c2cccnc2C(Nc2ccc(S(=O)(=O)N3CCCCCC3)cc2)N1Cc1ccccc1 (stereo not drawn)	24	97	0	-5	-0.2	0.5	-4	-3	1
Cn1nc(C(C)(C)C)c([N+](=O)[O-])c1C(=O)Nc1ccc(Br)cc1	-11	87	1	-3	1.0	3.5	-17	-18	-19
CC(=O)Nc1nc(C)c(-c2csc(Nc3ccccn3)n2)s1	18&9	88&100	-4&-10	-5&1	-0.2&-2.0	-1.1&-1.6	-12&-4	-3&2	-18&-3
CCCN1CCc2c(sc(NC(=O)CCS(=O)(=O)c3ccccc3)c2C(=O)OC)C1	13	95	4	2	0.5	0.6	-12	-9	-1
O=C(Nc1cc(Cl)cc(Cl)c1)C1C2C=CC3(O2)C1C(=O)N(CCCN1CCOCC1)C3C(=O)NC1CCCCC1 (stereo not drawn)	6	99	0	-5	-0.4	0.1	-6	1	7
CC(=O)Oc1ccc(C(=O)NCc2ccc3c(c2)OCO3)cc1	10	106	-2	-4	0.3	2.2	-7	1	4
Cc1[nH]n(C(N)=S)c(=O)c1N=Nc1ccccc1C(F)(F)F	2	99	2	-8	8.8	4.1	-3	-2	2
CCOC(=O)c1c(C)n(C)c2ccc(O)c(CN3CCCCC3)c12	8	102	-3	-7	-0.1	-0.3	-2	-7	11
CCc1cc(C(=O)OC)c(N2C(=O)C3C4C=CC(C4)C3C2=O)s1 (stereo not drawn)	17	87	-7	-9	-0.1	-0.9	-9	-5	-3
Cc1cnc(C(=O)OCc2ccc(C#N)cc2)cn1	14	100	-4	-3	0.7	0.5	-6	2	1
CCCCNC1=CC(=O)C(=O)c2ccccc21	7	90	0	-7	-0.5	-0.1	-4	-1	-11
COC(=O)C1CCN(C(=O)NC2CC(=O)N(c3ccc4c(c3)OCCO4)C2)CC1 (stereo not drawn)	x	x	x	0	0.6	-0.1	x	-1	x
Cc1ccc(S(=O)(=O)N2CC(C)C(=O)CC2C)cc1 (stereo not drawn)	9	101	-6	-6	0.1	0.0	-15	6	2
COc1cccc(-c2cc(C(=O)N3CCc4ccccc4C3)no2)c1	40	97	-7	0	-1.1	-0.2	-1	-6	-1
CCCCn1c(N)c(N(CCC(C)C)C(=O)c2ccc3ccccc3c2)c(=O)[nH]c1=O	x	x	x	-4	0.5	0.5	x	-4	x
CCOc1ccc(N=C2C(=O)N(CN3CCOCC3)c3ccccc32)cc1	17	96	12	2	0.1	2.1	-7	-14	0
C=CCN(CC=C)C(=S)NC(=O)/C=C/c1ccc(OC)cc1	2	95	8	-5	-1.8	-0.5	-2	0	-1
O=C(C1=C(O)C(=O)N(CCN2CCOCC2)C1c1ccco1)c1cc2ccccc2o1 (stereo not drawn)	15	101	26	-7	0.6	0.5	-11	-6	6
COc1ccc(NC(=O)COC(=O)C2CC(=O)N(CCc3ccc(OC)c(OC)c3)C2)cc1Cl (stereo not drawn)	x	x	x	-3	-0.2	0.6	x	4	x
COc1ccc(/C=C/C(=O)NC(C)CCc2ccccc2)cc1OC (stereo not drawn)	-1	105	2	-7	-2.1	-1.3	-1	-7	-4
COc1ccc(/C=C/C(=O)OC(C)CN2CCCCC2)cc1 (stereo not drawn)	8	108	1	-9	1.5	2.3	-9	5	4
COc1cc(NC(=O)COc2ccccc2)ccc1NC(=O)c1ccco1	25	99	-2	-12	1.2	7.6	-4	-9	-6

Ordered by value in MEKK2 mut-MEK5 (smallest number first): 3 of the compounds above
structure	MEKK2 mut-MEK5
CCCN1CCc2c(sc(NC(=O)CCS(=O)(=O)c3ccccc3)c2C(=O)OC)C1	-1
COc1ccc(/C=C/C(=O)OC(C)CN2CCCCC2)cc1 (stereo not drawn)	4
CC(C)N(Cc1ccccc1)C(=O)CN1C(=O)NC(Cc2ccccc2)(c2ccccc2)C1=O (stereo not drawn)	7

(next part)
SMILES	NALP1 yeast inh	MEKK2wt PB1 HTS	PfM18AAP inh	GalR3 antag	OXTR agonist	V1R ag counter	GPR7 antag	OXTR potentiator	MEKK2 mut-MEK5
c1ccc(OCCCc2nc(-c3ccncc3)no2)cc1	14	102	-8	-6	2.1	2.4	-9	-4	2
Nc1ccc(C(=O)N/N=C/c2c[nH]c3ccccc23)cc1	-2	105	-15	-9	-0.3	-0.5	34	-15	9
COc1ccc(CCNC(=O)CCSCc2ccccc2F)cc1OC	-1	109	-10	-6	-0.7	2.0	-9	-14	5
COCCn1c(=O)c2c(nc3n2CCCN3CCc2ccc(OC)c(OC)c2)n(C)c1=O	13	107	6	-8	x	x	-10	x	11
Nc1cccc(-c2cnc3ccccc3n2)c1	14	106	-5	-11	-0.4	-0.2	-10	-2	15
O=C(CCc1ccccc1)NC1CCSC1=O (stereo not drawn)	18	98	-2	1	-0.1	0.2	-4	0	-6
O=C(NCc1ccccc1F)C12CC3CC(CC(C3)C1)C2	x	x	x	2	-2.7	-1.5	x	-3	x
O=C1NC(=Nc2ccccc2)SC1Cc1cccc(Cl)c1Cl (stereo not drawn)	13	94	4	-2	0.0	-0.5	-4	-6	-2
O=C(c1ccc(F)cc1)N1CCN(c2cc(=O)[nH]nc2-c2ccccc2)CC1	-2	104	4	-4	0.8	-1.0	-8	-17	2
CC1(C)C2(C#N)C(N)=NC3(OCCO3)C12C#N (stereo not drawn)	4	99	-6	0	0.3	1.1	-8	-10	18
NC(=O)c1c(NC(=O)Cn2cnc([N+](=O)[O-])n2)sc2c1CCCC2	x	97	-8	-3	-0.2	0.1	-1	0	5
CCCCN(C(=O)c1ccc(Br)o1)C1CCS(=O)(=O)C1 (stereo not drawn)	x	x	x	-2	-1.6	-0.3	x	4	x
CCOC(=O)C1=C(C)Nc2ccccc2N=C1NC(=O)C(c1ccccc1)c1ccccc1	-4	103	-6	-5	-0.4	-1.0	-5	-16	3
Cc1ccc(OCCn2ncc3ccccc3c2=O)c(C)c1	27	106	-5	0	-0.2	-0.3	5	-10	7
COc1ccc(C(CNC(=O)c2cccc(S(=O)(=O)N3CCc4ccccc43)c2)N(C)C)cc1 (stereo not drawn)	x	x	x	-10	6.7	3.8	x	-10	x
CCn1cc(CN2CCN(CC(C)(C)C)C(CCO)C2)c2ccccc21 (stereo not drawn)	-9	114	-7	-4	0.7	0.4	-7	-13	11
Cc1cc(C(=O)Nc2ccccc2Cl)c2ccccc2n1	4	96	-7	-13	-1.4	-1.2	-10	2	1
CCCCOC(=O)Nc1nnc(COc2ccccc2)s1	14	105	-3	-8	-1.6	-0.5	2	-5	6
CCOC(=O)c1c(-c2ccc(OC)cc2)csc1NC(=O)C1CCCO1 (stereo not drawn)	9	88	20	-3	-2.2	-0.2	3	-4	-11
COC1=CC(=O)[C@@]2([C@@H]1O)[C@@H](Cl)C[C@]13C(OC)=C(OC)C(=O)C[C@]21CCN3C	x	x	x	0	0.2	0.8	x	-3	x
CC1(C)CCN2CCC(C)(C)c3c(O)ccc1c32	3	95	4	-8	25*	28*	23	-11	1
CCc1noc(C)c1C(=O)OCC(=O)NC(=O)c1ccccc1	8	107	4	-2	-0.5	1.1	-16	2	7
Cc1c2cnn(CC(=O)NCCN3CCOCC3)c(=O)c2c(C)n1Cc1ccccc1	1	101	-7	x	0.2	0.6	-3	0	3
COCCNC(=O)c1ccc(C(=O)NCCOC)s1	3	101	0	-4	0.2	0.0	-15	-6	-5
CC(C)(CNC(=O)c1cc(=O)[nH]c2ccccc12)N1CCOCC1	-11	x	1	5	0.6	1.9	-5	0	x

Carrying on.
SMILES	NALP1 yeast inh	MEKK2wt PB1 HTS	PfM18AAP inh	GalR3 antag	OXTR agonist	V1R ag counter	GPR7 antag	OXTR potentiator	MEKK2 mut-MEK5
COCCn1c(C)cc(C(=O)COC(=O)c2ccc3c(c2)NC(=O)CS3)c1C	24	96	7	9	7.0	5.8	-5	-6	-2
C[C@H](NC(=O)c1nc[nH]c1C(=O)N[C@H](C)c1ccccc1)C(=O)OC(C)(C)C	-6	99	4	0	-3.0	-1.8	-16	-14	-1
CC(=O)Nc1cccc(NC(=S)Nc2cccc(Cl)c2C)c1	6	90	31*	-2	0.0	0.3	15	-3	-9
CCN1CCN(C(=O)c2cc(-c3ccc(Cl)s3)nc3ccccc23)CC1	-12	100	5	-3	x	x	-8	x	-1
CN(C)C(=O)N1CCCC(C(=O)NCc2ccc(F)cc2Cl)C1 (stereo not drawn)	-2	99	3	-7	-0.7	0.3	-10	0	1
Cc1ccc(Sc2ccc(/C=C3/C(=O)NN(c4ccccc4)C3=O)o2)cc1	x	95	2	9	-0.2	0.5	-6	3	-14
CCCCN(C(=O)CSc1nncn1-c1ccccc1)c1c(N)n(Cc2ccccc2)c(=O)[nH]c1=O	31	104	-3	-1	0.1	0.6	16	-3	0
CCN(CC)c1nc(SCC(=O)O)nc(N(CC)CC)n1	32	101	-5	0	1.2	1.0	4	0	-1
Cc1ccc(C)c(SCC(=O)N(C)CC(=O)Nc2ccc(N3CCOCC3)cc2)c1	x	x	x	-3	-0.8	0.2	x	-4	x
CCOC(=O)C1CCCN(C(=O)c2cn(C)c3ccc(S(=O)(=O)N(C)C)cc3c2=O)C1 (stereo not drawn)	6	102	2	0	0.6	0.9	-11	-10	0
O=[N+]([O-])c1ccc(-c2cn(-c3ccc(Cl)cc3)c(=S)[nH]2)cc1	19	129	-9	-10	-0.6	-0.3	10	-5	10
CCC1=NN(C(=O)Cc2ccc([N+](=O)[O-])cc2)C(O)(c2ccncc2)C1 (stereo not drawn)	0	96	-3	2	1.4	2.9	-9	-5	-7
Cc1cccc(NC(=O)C2CCCN(S(=O)(=O)c3cccc4nonc34)C2)c1 (stereo not drawn)	-3	90	-1	-1	0.5	-0.6	6	1	-6
Cc1cccc(N(C(=O)CCC(=O)Nc2nccs2)C(C(=O)NC(C)(C)C)c2ccc(O)cc2)c1 (stereo not drawn)	12	94	3	-3	-0.6	-0.4	4	0	-3
O=C(CCc1ccncc1)N1CCCC(Nc2ccc(F)c(F)c2)C1 (stereo not drawn)	11	100	5	-7	0.7	0.1	1	-3	2
O=[N+]([O-])c1ccc(OCC(O)CNC2CCCC2)cc1 (stereo not drawn)	x	81	-15	-6	1.5	0.3	-1	-1	-23
COc1ccc(-c2cnn3c(N)c(S(=O)(=O)c4ccccc4)cnc23)cc1	17	100	-4	-3	-0.1	1.9	-10	-3	-3

Three consecutive compounds from above:
SMILES	NALP1 yeast inh	MEKK2wt PB1 HTS	PfM18AAP inh	GalR3 antag	OXTR agonist	V1R ag counter	GPR7 antag	OXTR potentiator	MEKK2 mut-MEK5
CCN1CCN(C(=O)c2cc(-c3ccc(Cl)s3)nc3ccccc23)CC1	-12	100	5	-3	x	x	-8	x	-1
CN(C)C(=O)N1CCCC(C(=O)NCc2ccc(F)cc2Cl)C1 (stereo not drawn)	-2	99	3	-7	-0.7	0.3	-10	0	1
Cc1ccc(Sc2ccc(/C=C3/C(=O)NN(c4ccccc4)C3=O)o2)cc1	x	95	2	9	-0.2	0.5	-6	3	-14
